# Screens from PubChem.
# FLuc inh: Firefly luciferase inhibition profiling of diverse chemical library using quantitative high-throughput screening. purified P. pyralis luciferase, luminescence, biochemical. Potency, µM (doses to about 115 µM), for the others: top-dose activity change, negative = inhibition, hits mostly inhibitors. AID 1347043, 2019. Luciferin 4-monooxygenase (Photinus pyralis), P08659. 2.5% of 76,000 active; further: potency means the concentration at half of the fitted maximal effect; nearly all actives have a fitted effect of over 65% in size
# Target sequence (P08659 whole entry, looked up): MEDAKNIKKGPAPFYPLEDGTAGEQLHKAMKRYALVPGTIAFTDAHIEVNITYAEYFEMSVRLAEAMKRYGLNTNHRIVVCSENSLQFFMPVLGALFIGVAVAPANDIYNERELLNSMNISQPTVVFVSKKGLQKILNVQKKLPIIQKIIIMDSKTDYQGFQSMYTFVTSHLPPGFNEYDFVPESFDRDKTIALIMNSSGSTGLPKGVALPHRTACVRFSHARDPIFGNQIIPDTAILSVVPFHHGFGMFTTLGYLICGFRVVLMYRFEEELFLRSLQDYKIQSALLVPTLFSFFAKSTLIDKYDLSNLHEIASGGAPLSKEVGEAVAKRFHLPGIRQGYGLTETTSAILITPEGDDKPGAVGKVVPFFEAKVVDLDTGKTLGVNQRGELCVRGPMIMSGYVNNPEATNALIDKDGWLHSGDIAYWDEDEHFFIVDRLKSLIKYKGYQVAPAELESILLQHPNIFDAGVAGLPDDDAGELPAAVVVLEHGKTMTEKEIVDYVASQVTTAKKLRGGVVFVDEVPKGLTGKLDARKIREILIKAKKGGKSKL
#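 FLuc 10nM, D-luciferin 10uM, ATP 10uM, Mg acetate 10mM, Tris acetate pH 7.5, Tween/BSA; cpd qHTS; enzyme added last; CCD luminescence.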
# HEK293 tox: Cytotoxic Profiling in HEK 293 Cell Line of Diverse Libraries Using Quantitative High-Throughput Screening. Potency, µM (top dose mostly 115 µM), for the others: at the top dose activity change, negative = cytotoxicity, hits mostly inhibitors. AID 1345083, 2018. HEK 293 viability, ATP luminescence (CellTiter-Glo), 48-72 h. 6.6% of 94,000 active; further: potency means the concentration at half of the fitted maximal effect; nearly all actives have a fitted effect of over 60% in size
#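 Read-out: CellTiter-Glo ATP luminescence. Cells: HEK 293, 250 cells/well. Exposure: 48 or 72 hr, 37 degree Celsius.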
# IP6K1 inh: Primary qHTS assay for small molecule inhibitors of Inositol hexaphosphate kinase 1 (IP6K1); Inositol hexakisphosphate kinase 1 (Homo sapiens), Q92551; activity change, % (series mostly up to about 58 µM); IP6K1 kinase, ADP-Glo luminescence, 2 h; active compounds read low; 0.81% of 140,000 active; in the data active means activity change below about -25%
#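 ADP-Glo luminescence measures ADP made by human IP6K1 during a 2 h RT reaction with ATP/IP6 (mix at 1.3 mM/130 uM); top library doses 57.5 and 19.1 uM final.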
# 3T3 cytotox: Cytotoxic Profiling in NIH 3T3 Cell Line of Diverse Libraries Using Quantitative High-Throughput Screening; AID 1345082, 2018; 4.3% of 94,000 active; Potency, µM (series often up to 96.7 µM), for the others: at the top dose activity change, negative = cytotoxicity, most hits filed as inhibitors; NIH 3T3 viability, CellTiter-Glo ATP luminescence, 48-72 h; further: potency means the concentration at half of the fitted maximal effect; nearly all actives have a fitted effect of over 55% in size
#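 Cells were seeded at 400 per well, treated with pin-transferred compound, and kept 48 or 72 hr at 37 °C before CellTiter-Glo addition and luminescence imaging of cellular ATP.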
# GPT2 inhibitor: Primary qHTS assay for inhibitors of Glutamate pyruvate transaminase 2 (GPT2); Alanine aminotransferase 2 (Homo sapiens), Q8TD30; Recombinant GPT2, coupled pyruvate oxidase/HRP Amplex Red fluorescence; Potency, µM (doses to about 57.7 µM), for the others: at the top dose activity change, negative = inhibition, usual class: inhibitors; 0.25% of 100,000 active; AID 1671188, 2021; further: potency means the concentration at half of the fitted maximal effect; nearly all actives have a fitted effect of over 60% in size; many of its hits are not listed in these tables
# Target sequence (Q8TD30 whole entry, looked up): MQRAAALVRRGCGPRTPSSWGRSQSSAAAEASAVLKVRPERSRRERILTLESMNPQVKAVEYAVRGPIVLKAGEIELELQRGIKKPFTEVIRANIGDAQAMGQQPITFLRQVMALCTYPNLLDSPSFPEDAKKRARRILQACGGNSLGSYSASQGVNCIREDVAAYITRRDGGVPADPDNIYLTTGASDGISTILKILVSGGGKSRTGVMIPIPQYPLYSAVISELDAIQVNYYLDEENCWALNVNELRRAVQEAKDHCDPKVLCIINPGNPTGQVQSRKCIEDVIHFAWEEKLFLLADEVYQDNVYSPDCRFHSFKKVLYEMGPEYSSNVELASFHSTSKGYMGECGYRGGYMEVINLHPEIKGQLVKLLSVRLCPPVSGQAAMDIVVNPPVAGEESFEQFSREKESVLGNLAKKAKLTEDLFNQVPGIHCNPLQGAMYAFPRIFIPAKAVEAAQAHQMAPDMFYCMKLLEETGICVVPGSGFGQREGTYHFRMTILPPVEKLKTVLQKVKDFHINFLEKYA
#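 GPT2 10ng/uL, a-KG 250uM, L-Ala 2mM, HEPES pH7.5 + 0.0001% Tween; 30 min RT. Then Amplex mix (PO/HRP/ThPP), 30 min RT dark, fluorescence. AOA 50uM used as positive control.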
# SNCA viab count: GF-AFC viability counterscreen for inhibitors of alpha-synuclein gene (SNCA) expression. Potency, µM (series often up to 57.1 µM), for inactives: at the highest dose activity change, negative = cytotoxicity, most hits filed as cytotoxic. HEK-293-SNCA-luc viability, GF-AFC fluorescence, 24 h. AID 1671193, 2021. 0.12% of 150,000 active;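 further: potency means the concentration at half of the fitted maximal effect; 0% = DMSO-treated cells and -100% = medium-only wells without cells; nearly all actives have a fitted effect of over 30% in size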
#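 HEK-293-SNCA-luc cells (1500/well) plated 24 h, then exposed 24 h to a dilution series; GF-AFC added 30 min at 37C, fluorescence 405/540 nm; normalised to medium-only and DMSO wells, Hill fit.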
# SNCA expr inhib: Primary qHTS assay for inhibitors of alpha-synuclein gene (SNCA) expression; HEK-293 SNCA-luciferase knock-in, luminescence, 24 h; Potency, µM (highest dose often 57.2 µM), inactives show at the top dose activity change, negative = inhibition, usual class: inhibitors; 0.17% of 140,000 active;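 further: potency means the concentration at half of the fitted maximal effect; plate controls were DMSO cells for no effect and cell-free wells for full effect; nearly all actives have a fitted effect of over 45% in size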
# Numbers without * were called inactive; i = inactive; ? = inconclusive; . = no result given; [ ] = dose if it differs, or a comment. Unless noted, the call rests on the fitted dose curve; in most records, active means well fitted curve in the direction sought with a large enough effect; inconclusive means small, poorly fitted or top-dose-only effect, or another doubt; inactive means no such curve, though single readings can be large; an effect the other way counts as inactive or inconclusive. Unless noted, on the % scale 0 is the no-effect control and ±100 the full control effect. No enrichment for hits; overall some 7.8% were active at least once.
SMILES,FLuc inh,HEK293 tox,IP6K1 inh,3T3 cytotox,GPT2 inhibitor,SNCA viab count,SNCA expr inhib
O=C(c1ccc(N2CCC(CO)C2)nc1)N1CCC(N2CCOCC2)CC1 (configuration not stated),2.9%,3.2%,7.0,-19.9%,?,6.2%,-12.0%
COc1ccccc1C(=O)Nc1ccnn1C1CCN(C(=O)CCN)CC1,-3.6%,-4.7%,7.8,-2.8%,i[11.5 µM],-2.9%,-20.0%
Cc1cc2nc3c(=O)[nH]c(=O)nc-3n(C[C@H](O)[C@H](O)[C@H](O)CO)c2cc1C,.,.,13.1,.,i,28.2%[12.5 µM],17.7%[17 µM]
Cc1nn(-c2ccccc2)c2c1C(C1CC1)N(C1CCN(C(=O)c3cccc(Cl)c3)CC1)C2=O (configuration not stated),.,?,-0.4,-26.9%,.,.,.
CCOc1ccccc1C1NC(=O)N(CC(=O)Nc2ccc(F)c(Cl)c2)C2=C1C(=O)OC2 (configuration not stated),-6.5%,?,2.7,?,2.1%,-4.3%,-36.1%
C=CCCC(CN1CCCC1)Oc1ccc(C(=O)N2CCOCC2)cn1 (configuration not stated),-4.0%,i,12.5,0.0%,3.0%,2.6%,3.9%
CC(=O)Nc1cc(C2CC2)nn1-c1ccccc1,.,3.0%[172 µM],-3.9,-13.2%[138 µM],i,4.0%[87.6 µM],4.5%[87.6 µM]
NC(=O)[C@H](Cc1ccc(O)cc1)NC(=O)[C@@]1(O)C[C@@H](O)[C@H](O)[C@@H](NC(=O)c2ccc(F)c(Cl)c2)C1,7.7%,i,-0.4,i,-14.1%,2.4%,14.6%
O=C(c1ccc(F)c(Cl)c1)N1CCN(c2cc(-c3cccs3)[nH]n2)CC1,-0.4%,?,16.6,?,i,-8.1%,-19.8%
Cc1noc(-c2ccccc2Cl)c1C(=O)NCCCc1ccccc1,8.6%,44.7µM*,18.8,?,1.7%,-4.0%,-3.0%
Cc1ncc2c(n1)CCCN(CC(=O)NCC1CC1)C2=O,8.8%,i,-6.5,i,i,2.4%,4.2%
O=C(C1CCCN(Cc2cccc(-c3ccc(F)cc3F)c2)C1)N1CCCCC1 (configuration not stated),.,31.6µM*,5.0,?,-2.3%,1.5%,2.6%
CCOc1ccc2c(n1)CCN(C(=O)c1ccc(OC)cc1)C2,-29.0%,-12.8%,-13.9,-38.2%,i,1.5%[12.5 µM],31.6%[activator]
CCCNC(=O)N1CCC(c2noc(-c3cccnc3)n2)C1 (configuration not stated),-2.1%,-5.1%,2.7,-3.1%,1.0%,4.5%,-12.4%
CCOC(=O)c1ccc(N2C(=O)c3n[nH]c(-c4cccs4)c3C2c2ccc(O)c(OC)c2)cc1 (configuration not stated),.,.,-5.8,.,.,?,?
CCn1cc(S(=O)(=O)N2C[C@@H](Oc3ccccc3)C[C@@H]2C(=O)NCCOC)cn1,4.3%,-3.0%,5.6,2.0%,i,3.5%,-0.3%
CCOc1ccc(CNC(=O)c2ccc3c(Cl)c4c(nc3c2)CCCC4)cc1,.,.,-2.5,.,.,-21.4%,4.5%
O=C(NCC(F)(F)F)C1CCCN(Cc2cccc(-c3ccc(F)cc3F)c2)C1 (configuration not stated),.,?,0.3,?,-31.1%,1.6%,-15.3%
O=C(c1n[nH]c2c1CCCCCC2)N1CCC(Cc2nncn2CC2CC2)CC1,-4.4%,i,12.9,-4.8%,-4.2%,-6.8%,-10.7%
CCc1nc(-c2c3n(c(=O)n(Cc4ccc(C(=O)OC)cc4)c2=O)CCCC3)no1,7.5%,-1.4%,11.1,i,i,-8.7%,59.2%[activator]
COCC1CN(Cc2cn(C)c3ccc(OC)cc23)CC12CCNCC2 (configuration not stated),0.0%,?,2.4,?,4.9%,-10.6%,7.1%
COc1cccc(NC(=O)CSc2nc3c([nH]c4ccccc43)c(=O)n2-c2cc(C)cc(C)c2)c1,.,.,-3.3,.,.,2.0%,9.3%
O=C(NCc1nc(-c2ncccn2)no1)c1csc(-c2cccs2)n1,-4.5%,-1.4%,14.6,-28.5%,1.5%,-10.6%,?
O=C(N[C@H]1CCN2C(=O)N(c3cccc(C(F)(F)F)c3)C(=O)[C@@H]2C1)c1ccncc1,-0.8%[172 µM],?,-3.8,?,-1.6%[88.5 µM],3.5%[87.6 µM],20.7%[87.6 µM]
COc1ccccc1CNS(=O)(=O)c1cc(C(=O)Nc2cccc(C(F)(F)F)c2)ccc1F,.,.,19.3,.,.,-15.7%,?

# Arranged by molar mass (lowest first): some entries from above.
SMILES,FLuc inh,HEK293 tox,IP6K1 inh,3T3 cytotox,GPT2 inhibitor,SNCA viab count,SNCA expr inhib
O=C(c1ccc(F)c(Cl)c1)N1CCN(c2cc(-c3cccs3)[nH]n2)CC1,-0.4%,?,16.6,?,i,-8.1%,-19.8%
O=C(NCC(F)(F)F)C1CCCN(Cc2cccc(-c3ccc(F)cc3F)c2)C1 (configuration not stated),.,?,0.3,?,-31.1%,1.6%,-15.3%
CCOc1ccccc1C1NC(=O)N(CC(=O)Nc2ccc(F)c(Cl)c2)C2=C1C(=O)OC2 (configuration not stated),-6.5%,?,2.7,?,2.1%,-4.3%,-36.1%
Cc1nn(-c2ccccc2)c2c1C(C1CC1)N(C1CCN(C(=O)c3cccc(Cl)c3)CC1)C2=O (configuration not stated),.,?,-0.4,-26.9%,.,.,.

# Additional results follow.
SMILES,FLuc inh,HEK293 tox,IP6K1 inh,3T3 cytotox,GPT2 inhibitor,SNCA viab count,SNCA expr inhib
COc1ccc(CNC(=O)CCc2c(C)c3cc4c(C)c(C)oc4cc3oc2=O)cc1OC,.,.,-22.4,.,.,4.7%,6.0%
COc1cccc(Cn2c(=O)n(-c3ccc(Br)cc3F)c(=O)c3sc4ccccc4c32)c1,.,.,-0.5,.,.,-6.7%,12.8%
O=c1c2c(n(CCOc3ccccc3)n1-c1ccccc1)CN(Cc1ccc(F)cc1)CC2,-2.8%,?,23.0,?,-18.0%,-19.5%,7.8%
CCn1nc(C)c(CN2CCCC(CNC(=O)c3cccc(OC)c3OC)C2)c1C (configuration not stated),0.3%,?,12.7,-18.0%,0.4%,5.1%,2.8%
O=C(COc1ccc(F)cc1)N1CCC(n2cc(-c3nc(-c4ccccc4)no3)nn2)C1 (configuration not stated),?,?,2.2,?,-1.0%,-14.5%,39.3%[activator]
CCc1nc(CC)n2ccn(Cc3cccc(C#N)c3)c(=O)c12,-0.8%,?,-0.7,-17.8%,-20.1%,5.2%,-9.2%
CCN(CC)S(=O)(=O)c1ccc2c(c1)N(CC(=O)N1CCN(c3ccccc3F)CC1)C(=O)CO2,.,.,13.5,.,.,1.3%,-6.9%
CC(C)NC(=O)C[C@@H]1c2nc(NC(=O)C3CCCCC3)sc2C[C@@H]2[C@](C)(CO)[C@H](O)CC[C@]21C,6.3%,-11.2%,-3.6,-32.4%,-21.4%,0.7%,10.7%
COC(=O)N1CC(N2C(=O)c3c(c(C)nn3-c3ccccc3)C2C(C)C)C1 (configuration not stated),.,?,6.2,-29.4%,.,.,.
CCN1C[C@H]2COc3ccccc3[C@H]2N(C(=O)COc2ccccc2)CCC1=O,.,-8.6%,-3.9,?,.,.,.
COC(=O)CNC(=O)[C@@H]1CCCN1C(=O)c1cccc(-c2ccccc2OC)c1,.,?,-5.0,-10.7%,i,-4.1%[12.5 µM],-13.7%
CCc1nc2c(c(-c3ccc(Cl)cc3)n1)CN(C(C)=O)CC2,-4.5%[172 µM],-26.1%[172 µM],-7.0,-25.7%[138 µM],i,-7.2%[87.6 µM],-14.1%[87.6 µM]
CCOc1ccccc1C1NC(=O)N(CC(=O)Nc2ccccc2C)C2=C1C(=O)OC2 (configuration not stated),8.1%,-5.3%,4.4,0.3%,i,-4.1%,2.5%
COc1ccc(C(=O)N2CCc3nc(C)nc(-c4ccc(O)cc4)c3C2)cc1,-2.9%,?,12.8,-29.6%,i,-22.4%,-8.8%
Cc1nnc([C@H]2CCN(C(=O)c3ccc4c(c3)OCO4)C2)o1,-8.1%[172 µM],-2.1%[172 µM],6.4,1.4%[174 µM],-41.3%[88.5 µM],-9.8%[87.6 µM],0.3%[87.6 µM]
CC(C)n1c(CNC(=O)Cn2nc3c(cc2=O)CCCC3)nc2ccccc21,0.2%,?,6.2,?,i,11.8%,8.9%
COc1ccc(O[C@H]2COCCN(C(=O)c3cccc(OC)c3)C2)cc1,-17.9%[172 µM],-25.2%[172 µM],0.5,-26.5%[138 µM],-23.6%[88.5 µM],-16.5%[87.6 µM],9.1%[87.6 µM]
CCCCN(C)C(=O)Cc1cccn1-c1cccc(Cl)c1,-4.8%,?,5.7,-27.1%,i,-20.3%,?
O=C(NCc1nc(-c2cccc(F)c2)c(-c2ccccn2)[nH]1)[C@@H]1C[C@@H](O)CN1,14.9%,?,-30.4*,-17.0%,-20.9%,-2.9%,2.4%
Cn1nc(C2CCCN2)c2c(C(=O)NCc3ccncc3)cc(C3CC3)nc21 (configuration not stated),.,-6.1%,-4.5,-6.6%,i,7.3%,4.9%
COc1ccc(CN2Cc3[nH]cnc3C[C@H]2c2nc(-c3ccccn3)no2)cc1,35.5µM*,?,2.9,?,i,-1.0%[87.6 µM],58.3%[activator][87.6 µM]
COc1ccc(CN2CCn3c(nnc3-c3cccnc3)C2)cc1,.,-4.6%,7.6,-12.7%,i,12.0%,17.2%
COc1ccc(CN2CCC(CO)(CN3CCCC3)CC2)c(OC)c1C,11.1%,?,-8.6,?,2.9%,-3.3%,0.1%
Cc1ccc2c(c1)N(C(=O)N1CCC(C(=O)NCCc3ccc(Cl)cc3)CC1)CC(C)O2 (configuration not stated),.,.,3.1,.,.,8.5%,4.7%
Cc1nn(-c2ccccc2)c2c1C(C1CC1)N(C1CN(C(=O)C(C)(C)C)C1)C2=O (configuration not stated),.,?,4.6,?,.,.,.
O=C(C1COc2ccccc2O1)N(Cc1cccnc1)c1nc2c(F)cccc2s1 (configuration not stated),.,.,-4.4,.,.,0.0%,100.4%[activator]
Cc1ccc(C(=O)N2CCC(C(=O)N3CCC(N4CCOC4=O)CC3)CC2)cc1,.,i,-3.1,-0.1%,-6.8%,7.7%,25.5%
CCc1ccc(-c2nn(CC(=O)NCc3ccccc3)c3c2cnc2ccc(F)cc23)cc1,.,.,36.9,.,.,12.8%,54.4%
O=C([C@@H]1Cc2nc[nH]c2CN1Cc1ccc(Cl)cc1)N1CCC(Cc2ccccc2)CC1,-0.5%,?,9.6,?,i,-10.2%,-16.7%
COc1ccc(CCNC(=O)CSc2nc3nc(C)c(Cc4ccc(C)cc4)c(C)n3n2)cc1OC,.,.,1.6,.,.,-15.8%,19.5%
